CCT modulator = changes cytosolic chaperonin activity. purified chaperonin ATPase assay, HTRF ADP detection, 30 min. activity change, % (no concentration beside the values), hits read low. AID 651819. hit rate 0.3% among 360,000; in the data active = activity change below about -30%; note: % is set by controls: 0 for no effect and ±100 for the full control effect
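Nucleotide hydrolysis assay: TRiC at 20–40 nM final (set by batch activity) with 10 uM ATP, 30 min at 37 °C, in presence of 76 uM compound. Detection by competitive ADP HTRF, 30 min ambient.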
EPAC2 ag = activates human EPAC2 exchange factor. Q8WZA2. EPAC2 activation, biochemical qHTS; response scale: 100% = 6.5 mM cAMP response. Potency, µM (series often up to 154 µM), inactives show at the top dose activation, most hits filed as activators. hit rate 0.079% among 360,000. AID 720711; note: potency is the fitted concentration of half-maximal effect; nearly all actives have a fitted effect of over 50% in size
Target sequence (Q8WZA2 whole entry, looked up): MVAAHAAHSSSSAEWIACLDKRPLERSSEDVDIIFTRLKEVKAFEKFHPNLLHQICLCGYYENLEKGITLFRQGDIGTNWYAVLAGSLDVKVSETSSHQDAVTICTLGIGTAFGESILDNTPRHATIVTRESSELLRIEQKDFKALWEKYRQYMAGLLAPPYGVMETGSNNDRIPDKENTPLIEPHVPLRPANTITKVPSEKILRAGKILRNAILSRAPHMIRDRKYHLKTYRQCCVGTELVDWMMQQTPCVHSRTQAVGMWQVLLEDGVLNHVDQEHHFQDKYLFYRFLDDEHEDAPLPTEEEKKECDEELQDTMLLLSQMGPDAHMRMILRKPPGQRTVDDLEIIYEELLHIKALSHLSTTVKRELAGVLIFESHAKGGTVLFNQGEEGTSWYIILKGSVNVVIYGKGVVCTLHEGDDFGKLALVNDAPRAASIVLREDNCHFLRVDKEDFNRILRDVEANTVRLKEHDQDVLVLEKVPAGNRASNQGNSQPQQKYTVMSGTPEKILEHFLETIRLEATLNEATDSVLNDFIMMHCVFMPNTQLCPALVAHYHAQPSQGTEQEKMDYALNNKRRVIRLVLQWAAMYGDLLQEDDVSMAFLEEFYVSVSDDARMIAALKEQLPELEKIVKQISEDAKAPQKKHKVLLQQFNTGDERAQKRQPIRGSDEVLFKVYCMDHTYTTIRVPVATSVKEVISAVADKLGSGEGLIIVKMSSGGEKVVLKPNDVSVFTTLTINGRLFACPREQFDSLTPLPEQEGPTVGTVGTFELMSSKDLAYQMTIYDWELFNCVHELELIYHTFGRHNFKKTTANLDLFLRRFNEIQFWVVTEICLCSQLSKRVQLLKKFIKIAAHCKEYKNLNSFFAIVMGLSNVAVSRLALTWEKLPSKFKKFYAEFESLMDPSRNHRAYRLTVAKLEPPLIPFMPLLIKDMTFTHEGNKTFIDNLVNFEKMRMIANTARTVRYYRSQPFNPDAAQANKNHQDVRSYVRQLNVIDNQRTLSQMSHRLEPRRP
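Each well held 100 nM EPAC2, 250 nM RAP1B-BODIPY-GDP and 50 uM GDP. Fluorescence, read at 5-min intervals to 30 min, was referenced to a 6.5 mM cAMP positive control.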
EPAC2 antagonist = EPAC2 (human) antagonism | Potency, µM (series often up to 114 µM), without a hit: top-dose activity, negative = inhibition, actives largely listed as inhibitors | Q8WZA2 | hit rate 0.18% among 360,000 | EPAC2 GEF exchange of Rap1B-BODIPY-GDP, fluorescence; note: potency is the fitted concentration of half-maximal effect; % is set by controls: 0 for no effect and ±100 for the full control effect; nearly all actives have a fitted effect of over 45% in size; many of its hits are not listed in these tables
Mm-Cpn inhibitor = blocks the Methanococcus maripaludis chaperonin Mm-Cpn; purified Mm-Cpn ATPase, ADP Transcreener TR-FRET; Potency, µM (top dose mostly 76.9 µM), without a hit: at the highest dose activity, negative = inhibition, actives largely listed as inhibitors; hit rate 0.031% among 330,000; AID 504842; note: potency is the fitted concentration of half-maximal effect; % is set by controls: 0 for no effect and ±100 for the full control effect; nearly all actives have a fitted effect of over 80% in size
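ATPase turnover read by TR-FRET ADP competition (Eu cryptate antibody/ADP-d2, 665/590 nm): 10uM ATP final, 25nM Mm-CPN final, 30 min 37degC after 10-min compound preincubation, pH 7.4 Tris/KCl/MgCl2/DTT buffer.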
D3 ag = activates the human D3 dopamine receptor. P35462. D3R DiscoveRx beta-arrestin cells, luminescence, 90 min. max activation, %. hit rate 0.58% among 410,000. AID 652048; in the data active = max activation above about 30%; note: 0% is about no effect; mostly tested at two doses, the higher about 12 µM
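Cells at 1500/well, incubated overnight, then treated with pinned compounds (dopamine as control) for 90 min at 37 degrees C. DiscoveRx reagent added for 30 - 60 minutes at room temperature; luminescence read.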
Akt phos inh = inhibitors of Akt phosphorylation | hit rate 0.32% among 360,000 | activity change, % for hits at 50 µM | AID 651550 | Neuro2A IGF-stimulated pAkt S473 HTRF, 20 min; stronger effect = lower value; in the data active = activity change below about -80%; inconclusive = mostly about -51% to -80%; note: % is set by controls: 0 for no effect and ±100 for the full control effect
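Single-point screen (50 µM final compound) in Neuro2A cells stimulated 20 min with 6 nM IGF at 37 deg C. After lysis, Ser473-phosphorylated Akt read by HTRF (ex 330 nm, em 615/665 nm) as the 665/615 ratio.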
PTHR1 agonist = PTHR1 (human) receptor agonism; Q03431; HEK293 GP2 PTHR1 cells, GloSensor cAMP luminescence, 1 h; Potency, µM (top dose mostly 115 µM), for inactives: top-dose activation, usual class: activators; hit rate 0.075% among 410,000; note: potency is the fitted concentration of half-maximal effect; nearly all actives have a fitted effect of over 55% in size; some results filed as inactive show a strong effect at the top dose; inactives centre near -15; many of its hits are not listed in these tables
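HEK-293-derived GP2 cells expressing PTHR1 and a GloSensor cAMP reporter, 3,000/well, plated overnight, given luciferin plus IBMX (each 0.5 mM as added) for 1 h at 37 °C, then compound for 1 h at 37 °C. Luminescence was read after 15 min at room temperature.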
DRD3 antagonist = antagonists of human D3 dopamine receptor; hit rate 2.5% among 360,000; max response, negative = inhibition, %; D3R cells, DiscoveRx beta-arrestin luminescence, antagonist mode; stronger effect = lower value; P35462; in the data active = max response below about -50%; inconclusive = no clear call, values can overlap the other calls; note: % is set by controls: 0 for no effect and ±100 for the full control effect; mostly tested at two doses, the higher about 12 µM
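Cells expressing the human receptor were seeded at 1500 cells/well, incubated overnight at 37 degrees C in 5% CO2, then exposed to library compounds with dopamine controls for 90 minutes at 37 degrees C before luminescent detection.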
* hit, by the source's call; i = inactive; ? = inconclusive; . = not tested or not shown; [ ] = remark or other dose. Unless noted, calls come from the whole dose curve; as a rule, active = well fitted curve in the direction sought with a large enough effect; inconclusive = small, poorly fitted or top-dose-only effect, or another doubt; inactive = no such curve, though single readings can be large; an effect the other way counts as inactive or inconclusive. Only part of the results is shown; count on the stated rates, not on these rows.

Sample of the layout:
Below each compound: CCT modulator, EPAC2 ag, EPAC2 antagonist, Mm-Cpn inhibitor, D3 ag, Akt phos inh, PTHR1 agonist, DRD3 antagonist
> CCn1c(CO)nc2c1c(=O)[nH]c(=O)n2Cc1ccccc1
 : -0.9, 3%, 11%, 0%, -33, i, i, -80*
> CC(C)(C)S(=O)(=O)c1cnc(N2CCOCC2)nc1N
 : 2.6, -14%, 5%, -3%, -17, i, -33%[inhibitor], -2
> COc1cccc(/C=C2\Oc3cc(OCC(=O)N4CCC[C@H]4C(=O)O)ccc3C2=O)c1
 : 0.9, 1%, -1%, -4%, 21, i, -5%, -3
> CO/N=C/C1C(=O)NN=C1c1ccccc1 (stereo not drawn)
 : 0.6, -2%, -1%, -5%, 2, i, i, 3
> CSc1nc(N)n2nccc2n1
 : 0.6, 5%, 2%, ., 0, i, i, 5

The whole of this part, from the first entry:
Below each compound: CCT modulator, EPAC2 ag, EPAC2 antagonist, Mm-Cpn inhibitor, D3 ag, Akt phos inh, PTHR1 agonist, DRD3 antagonist
> CCn1c(CO)nc2c1c(=O)[nH]c(=O)n2Cc1ccccc1
 : -0.9, 3%, 11%, 0%, -33, i, i, -80*
> CC(C)(C)S(=O)(=O)c1cnc(N2CCOCC2)nc1N
 : 2.6, -14%, 5%, -3%, -17, i, -33%[inhibitor], -2
> COc1cccc(/C=C2\Oc3cc(OCC(=O)N4CCC[C@H]4C(=O)O)ccc3C2=O)c1
 : 0.9, 1%, -1%, -4%, 21, i, -5%, -3
> CO/N=C/C1C(=O)NN=C1c1ccccc1 (stereo not drawn)
 : 0.6, -2%, -1%, -5%, 2, i, i, 3
> CSc1nc(N)n2nccc2n1
 : 0.6, 5%, 2%, ., 0, i, i, 5
> Cc1cccc(N2CCN(C(=O)Cc3cn(C)c4ccccc34)CC2)c1C
 : 1.5, 7%, -2%, -3%, 0, i, 0%[57.5 µM], -5
> O=C(COC(=O)CCCSc1nc2ccccc2[nH]1)Nc1cccc(F)c1
 : 0.6, 12%, -12%, 1%, -32, i, 4%, -6
> CN(C)c1ncc(S(=O)(=O)c2ccccc2)c(-c2ccccc2Cl)n1
 : -1.6, 5%, 1%, 0%, 3, i, -5%[57.5 µM], -8
> CCC(C(=O)Nc1ccc(C(=O)N2CCCC2)cc1)c1ccccc1 (stereo not drawn)
 : -2.5, -2%, 0%, 3%, -1, i, -26%, -15
> CC1CCCC(C)N1NC(=S)Nc1ccc(OC(F)F)cc1 (stereo not drawn)
 : -2.7, 8%, 0%, 0%, -2, i, -7%, -4
> CC(C)COC(=O)/C(C#N)=C/c1cn(Cc2ccccc2)c2ccccc12
 : 1.7, 5%, -4%, 2%, -3, i, i, 6
> COc1cc(S(=O)(=O)N2CCN3CCCC3C2)ccc1-n1cnnn1 (stereo not drawn)
 : 0.3, 0%, 8%, 2%, 2, i, -16%[57.5 µM], 5
> COc1ccc(OC)c(NC(=O)Nc2ccc(O)c3ccccc23)c1
 : -2.8, 24%, 0%, ., -9, i, -20%, -28
> Cc1ccc2oc(=O)c(/C=C(\O)c3ccccc3)nc2c1
 : 1.0, 89µM*, 21%, 0%, 3, i, -3%, 12
> Cc1cc(Cl)ccc1OCC(=O)NC1CCCC1
 : 4.0, 10%, 12%, 2%, 1, i, -14%[57.5 µM], 11

Below each compound: CCT modulator, EPAC2 ag, EPAC2 antagonist, Mm-Cpn inhibitor, D3 ag, Akt phos inh, PTHR1 agonist, DRD3 antagonist
> Cc1cc(C)n2nc(CCCO)nc2n1
 : 0.1, 10%, 4%, -7%, 5, i, -44%[inhibitor], 4
> COc1ccc(/C=C/C(=O)OCC(=O)NC2CCCC(C)C2C)cc1 (stereo not drawn)
 : -3.0, -4%, 7%, -5%, 0, i, -9%, -17
> Cc1csc(OCC(=O)Nc2ccc(C)c(C)c2)n1
 : 0.7, 6%, -3%, 1%, 2, i, i, ?
> CC(C)NC(=O)COC(=O)c1ccc(Cl)c(S(N)(=O)=O)c1
 : 0.9, 3%, 6%, 0%, -7, i, 15%, -10
> CC(C)N(CCCNC(=O)c1ccc(CS(=O)(=O)c2c(Cl)cccc2Cl)o1)Cc1ccccc1
 : -1.7, 2%, -1%, -3%, -14, i, i, -56*
> CC(C)N(C)Cc1nnnn1CC(=O)NCCc1cccc(C(F)(F)F)c1
 : 0.2, 5%, -2%, 1%, -6, i, i, -12
> ONC(=Nc1ccccc1)c1ccc(Cl)cc1
 : 0.6, 2%, 9%, 3%, -1, i, -28%, 1
> COCCCNC(=O)c1c(NC(=O)c2cccs2)sc2c1CCCC2
 : -0.5, 8%, 4%, 1%, -4, i, -4%, 13
> COc1ccc(N2C(=O)CC(N3CCN(c4nc5ccccc5s4)CC3)C2=O)cc1 (stereo not drawn)
 : -3.6, 8%, -3%, 0%, 5, i, -7%[57.5 µM], 13
> O=C(O)c1cc(S(=O)(=O)N2CCOCC2)ccc1N1CCCCC1
 : -1.7, 11%, 5%, 0%, 2, i, ?, -9
> Cc1nc2ccccc2c(=O)n1-c1ccc(NS(=O)(=O)c2ccc(F)cc2F)cc1
 : -0.4, 8%, 16%, -1%, 0, i, -9%, 8
> CCOC(=O)c1cc(C(C)=O)c(=O)n(C)c1N
 : -3.6, -17%, 6%, -1%, 2, i, -5%, 4
> Cc1ccc(C)c(N(C)C(=O)CCS(=O)(=O)c2cccc3nonc23)c1
 : -2.0, 3%, -5%, -1%, -7, i, -29%, -21
> O=C(CCCC(=O)OCC(F)(F)C(F)F)Nc1ccccc1F
 : 0.5, 6%, ?, 0%, 2, i, -16%, -20
> COCCN(C(=O)CC1OC(=O)c2ccccc21)c1c(N)n(Cc2ccccc2)c(=O)[nH]c1=O (stereo not drawn)
 : -4.1, 5%, -11%, 2%, 2, i, i, 9

Rewritten with each value named: entries from further up.
COc1ccc(/C=C/C(=O)OCC(=O)NC2CCCC(C)C2C)cc1 (stereo not drawn)
  CCT modulator: -3.0; EPAC2 ag: -4%; EPAC2 antagonist: 7%; Mm-Cpn inhibitor: -5%; D3 ag: 0; Akt phos inh: i; PTHR1 agonist: -9%; DRD3 antagonist: -17

Cc1csc(OCC(=O)Nc2ccc(C)c(C)c2)n1
  CCT modulator: 0.7; EPAC2 ag: 6%; EPAC2 antagonist: -3%; Mm-Cpn inhibitor: 1%; D3 ag: 2; Akt phos inh: i; PTHR1 agonist: i; DRD3 antagonist: ?

CC(C)NC(=O)COC(=O)c1ccc(Cl)c(S(N)(=O)=O)c1
  CCT modulator: 0.9; EPAC2 ag: 3%; EPAC2 antagonist: 6%; Mm-Cpn inhibitor: 0%; D3 ag: -7; Akt phos inh: i; PTHR1 agonist: 15%; DRD3 antagonist: -10

CC(C)N(CCCNC(=O)c1ccc(CS(=O)(=O)c2c(Cl)cccc2Cl)o1)Cc1ccccc1
  CCT modulator: -1.7; EPAC2 ag: 2%; EPAC2 antagonist: -1%; Mm-Cpn inhibitor: -3%; D3 ag: -14; Akt phos inh: i; PTHR1 agonist: i; DRD3 antagonist: -56*

Other structures.
Below each compound: CCT modulator, EPAC2 ag, EPAC2 antagonist, Mm-Cpn inhibitor, D3 ag, Akt phos inh, PTHR1 agonist, DRD3 antagonist
> Cn1cnnc1SCC(=O)Nc1ccc2nc(SCc3ccccc3)sc2c1
 : -5.5, 7%, -2%, -1%, 4, i, -5%[57.5 µM], 21
> COc1ccc(Nc2nc(N(C)c3ccccc3)nc(N)c2[N+](=O)[O-])cc1
 : -1.4, 1%, -4%, 1%, 6, i, -16%, 3
> CCOc1ccc2[nH]c(=O)c(CN(Cc3ccccc3)C(=O)N3CCCC3)cc2c1
 : 1.6, 0%, -1%, 3%, 0, -132%*, i, -12
> Cc1onc(-c2ccccc2)c1C(=O)c1ccccc1
 : 1.0, 10%, -30%, -1%, -5, i, i, 14
> CCOc1ccc(C(=O)NCc2cccnc2)cc1
 : -3.2, 13%, -1%, 0%, -5, i, i, 4
> Cc1cccc(CN2CCC(C(=O)Nc3ccc(Oc4cccnc4)cc3)CC2)c1
 : -3.1, 3%, -2%, 2%, -27, i, -9%, ?
> O=C(NCc1cccnc1)c1ccc(N2CCOCC2)c([N+](=O)[O-])c1
 : -2.5, -2%, -1%, 2%, 2, i, i, 18
> Cc1nc(N2CCOCC2)c2c(C)c(C(=O)Nc3ccc(F)cc3F)sc2n1
 : 0.6, 5%, -14%, -7%, -6, i, i, 8
> Cc1cc(C)cc(NC(=O)c2cnn(-c3ccccc3)c2C2CCNCC2)c1
 : -2.4, 6%, 6%, 1%, -3, i, -23%, -15
> CCNC(=O)n1cc(-n2cncn2)c(-c2ccc(Cl)cc2)n1
 : -1.4, 6%, 2%, 2%, 0, i, -3%, 17
> CCCCNc1ncnc2c1nnn2Cc1ccccc1Cl
 : 1.3, -1%, 5%, 0%, -4, i, -10%, 9
> COc1cc(NC(=O)c2ccccc2F)c(OC)cc1NC(=O)CN1CCOCC1
 : 2.1, -10%, 1%, -3%, 1, i, i, 4
> O=C(CCN1C(=O)c2cccc3cccc(c23)C1=O)NCC1CCCO1 (stereo not drawn)
 : -2.9, 0%, -2%, -17%, 12, i, -1%, -6
> CCOC(=O)C1(C)CCCCN1C(=O)c1ccccc1OC (stereo not drawn)
 : 3.0, 1%, -9%, ., -9, i, i, -11
> CC(=O)Nc1ccc(OS(=O)(=O)c2ccc(Cl)cc2)cc1
 : -1.6, 3%, -5%, 0%, -3, i, -12%, -9
> O=C(NNC(=O)c1ccc(Br)s1)c1cccc(S(=O)(=O)N2CCCC2)c1
 : -0.1, 9%, 3%, -1%, 2, i, -47%[inhibitor], -2
> CCOC(=O)c1cc(-c2ccccc2)sc1NC(=O)C(C)Sc1nnc(N)s1 (stereo not drawn)
 : -2.3, 3%, -5%, -3%, 0, i, i, 3

Source: PubChem (National Center for Advancing Translational Sciences (NCATS))
